Screening data: PubChem BioAssay, Broad Institute
ERp5 block – inhibitors of ERp5-driven insulin aggregation, primary screen, biochemical, turbidity, absorbance 650 nm, single point. Protein disulfide-isomerase A6 (Homo sapiens), Q15084. 90 min. inhibition, % at 9.99 µM. 0.05% of 350,000 active;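 active = mean replicate inhibition above about 25%, with every replicate also reaching it, limit read from the data, passing the limit was not always enough; inconclusive = only one of those two criteria met; inactive = neither criterion met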
Target sequence (Q15084 whole entry, looked up): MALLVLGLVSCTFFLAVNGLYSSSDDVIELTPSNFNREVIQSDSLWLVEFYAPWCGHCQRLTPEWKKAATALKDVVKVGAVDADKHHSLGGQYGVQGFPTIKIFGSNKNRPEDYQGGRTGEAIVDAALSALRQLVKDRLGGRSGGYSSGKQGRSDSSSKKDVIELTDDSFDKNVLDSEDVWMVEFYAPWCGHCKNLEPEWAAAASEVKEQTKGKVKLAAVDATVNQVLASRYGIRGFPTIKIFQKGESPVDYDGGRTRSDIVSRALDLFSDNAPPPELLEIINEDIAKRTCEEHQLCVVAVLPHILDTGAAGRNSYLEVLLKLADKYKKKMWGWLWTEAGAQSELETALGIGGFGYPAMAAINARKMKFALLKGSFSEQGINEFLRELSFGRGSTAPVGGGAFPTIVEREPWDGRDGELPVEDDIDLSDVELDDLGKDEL
S100A4 inh HTS – inhibitors of S100A4-myosin IIA peptide binding, primary screen, biochemical, fluorescence polarization, TAMRA-MyoIIA peptide. Protein S100-A4 (Homo sapiens), P26447. inhibition, % at 10.7 µM. 0.14% of 360,000 active. AID 652163, 2013;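 active = mean inhibition of at least 70% across replicates, with every replicate also reaching that level; inconclusive = mean inhibition reaches 70% but some replicates fall short; inactive = mean inhibition below 70%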
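Assay system: human S100A4 monomer with TAMRA-labelled myosin IIA peptide / Buffer or medium: Calcium-containing HEPES buffer, pH 7.2 / Reagent: TAMRA-labelled myosin IIA heavy-chain peptide probe, 5 nM / Compound: one dose per compound / Timing: polarization read 5 min after assay mix addition, stable 5–60 min / Benchmarks: neutral control DMSO, positive control TFP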
DENV2 CPE – inhibitors of DENV2 cytopathic effect, primary screen, cell-based, plate reader, single concentration | DENV2-infected cells, cytopathic effect rescue | CPE inhibition, % at 9.99 µM | 1.7% of 350,000 active; in the data active = CPE inhibition above about 20%, passing the limit was not always enough; inconclusive = no clear call, values can overlap the other calls; tested in BHK-21 cells;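 also: 0% = median of neutral control wells and 100% = median of positive control wells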
E-selectin induc – E-selectin induction in HUVECs, primary screen, imaging, HUVEC, immunofluorescence imaging, single point; 0.37% of 260,000 active; P16581; activation, % at 7.58 µM; normalized: neutral wells 0, TNF-alpha wells 100; AID 686992, 2013;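 active = mean E-selectin-positive cell signal at least 10% of the positive control, reached in at least 60% of replicates, without over 20% cell loss; inconclusive = no rule given, readout overlaps actives, possibly toxicity-flagged; inactive = the rest, including those meeting only one limit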;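 also: in these data hits start at about 27%; measured in HUVEC primary endothelial cells; signal is the percent of cells scored E-selectin positive by PE staining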
Target sequence (P16581 whole entry, looked up): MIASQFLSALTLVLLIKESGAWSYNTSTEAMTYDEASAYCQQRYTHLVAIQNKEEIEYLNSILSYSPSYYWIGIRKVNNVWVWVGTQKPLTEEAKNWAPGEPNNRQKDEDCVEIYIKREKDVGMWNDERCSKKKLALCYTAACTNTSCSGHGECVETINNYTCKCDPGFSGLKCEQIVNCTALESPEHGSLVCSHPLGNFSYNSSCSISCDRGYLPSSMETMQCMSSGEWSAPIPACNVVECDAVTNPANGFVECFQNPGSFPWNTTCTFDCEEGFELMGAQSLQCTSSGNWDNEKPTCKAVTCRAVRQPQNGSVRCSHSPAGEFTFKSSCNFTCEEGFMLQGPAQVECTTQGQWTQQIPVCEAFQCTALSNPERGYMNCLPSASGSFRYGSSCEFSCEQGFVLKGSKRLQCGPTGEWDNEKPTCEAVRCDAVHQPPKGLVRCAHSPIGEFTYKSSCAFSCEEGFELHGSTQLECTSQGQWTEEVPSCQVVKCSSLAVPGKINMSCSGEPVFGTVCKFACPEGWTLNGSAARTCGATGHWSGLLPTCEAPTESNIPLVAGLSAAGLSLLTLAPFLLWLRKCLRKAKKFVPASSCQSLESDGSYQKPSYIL
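Test system: HUVEC | Signal: Immunofluorescence imaging | Read-out: Percent E-selectin-positive cells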
SIRT5 block – SIRT5 desuccinylase inhibitors, primary screen, biochemical, fluorescence imaging, single point, set 5 | 1.1% of 330,000 active | NAD-dependent protein deacylase sirtuin-5, mitochondrial (Homo sapiens), Q9NXA8 | Purified SirT5, succinyl-peptide AMC, trypsin-coupled fluorescence | inhibition, % at 15 µM; in the data active = inhibition above about 15%; inconclusive = no clear call, values can overlap the other calls
PglD inh – C. jejuni PglD acetyltransferase inhibitors, primary screen, biochemical, DTNB colorimetric, single point. UDP-N-acetylbacillosamine N-acetyltransferase PglD (Campylobacter jejuni). purified PglD enzyme, DTNB colorimetric CoA detection. inhibition, % at 12.5 µM. 0.098% of 360,000 active; in the data active = inhibition above about 16%, passing the limit was not always enough; inconclusive = no clear call, values can overlap the other calls; also: strong numbers were not always called active
C2C12 statin – suppressors of statin myotoxicity in C2C12 myotubes, primary screen, cell-based, single point, plate reader; AID 602340, 2012; rescue of ATP level, % at 7.49 µM; 0.78% of 330,000 active; C2C12 myotubes + simvastatin, ATP luminescence, 48 h; scaled: DMSO 0, geranylgeraniol control 100;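 active = mean ATP rescue above about 67%, or every replicate alone reaching that limit, limit read from the data, passing the limit was not always enough; inconclusive = no clear call, values can overlap the other calls; inactive = mean under the limit and some replicate under it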;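 also: myotubes were challenged with 10 µM simvastatin during compound exposure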
Active calls of the source: *; ? = inconclusive; · = no result given; & = joins results of further samples.

no.	smiles	ERp5 block	S100A4 inh HTS	DENV2 CPE	E-selectin induc	SIRT5 block	PglD inh	C2C12 statin
1	COC(=O)c1sccc1NC(=O)Nc1ccc(F)cc1F	-1	-3	-2	·	-3	-3	·
2	CCOC(=O)c1cc(CC)sc1NC(=O)COC(=O)c1cnccn1	2	0	6	0.5	0	0	-5
3	CN(Cc1ccccn1)C(=O)c1cc(COc2ccc(F)c(F)c2)on1	5	-4	-3	0.7	9	-6	6
4	CNC(=O)C[C@H]1CC[C@H]2[C@H](COc3ccc(NC(=O)Nc4ccc(C)cc4)cc3C(=O)N2C)O1	-4	-3	6	0.2	0	-1	8
5	COC(=O)c1ccc(-c2nc(CN3CCCN(C(=O)c4ccco4)CC3)c(C)o2)cc1	-14	-10	-6	-0.2	-4	1	3
6	CCOC(=O)c1sc(NC(=O)CCC(=O)O)nc1C	4	9	?	3.4	-4	3	5
7	COc1ccc(S(=O)(=O)Nc2cccc3c2O[C@@H](CN(C)C)[C@@H](C)CN([C@@H](C)CO)C3=O)cc1	0	2	-2	·	-3	-7	31
8	Cc1ccc(-n2ncc3c2CCCC3NC(=O)CSc2ccccn2)cc1C (centres undefined)	19	2	13	0.7	-12	-2	5
9	CC(=O)c1ccc2c(c1)N(CCCN1CCC(CCO)CC1)c1ccccc1S2	-4	3	0	-0.5	4	1	-16
10	COc1ccc(N2CCC(CNC(=S)Nc3ccc(C)cc3C)C2)cc1 (centres undefined)	2	-10	-2	4.8	-8	·	9
11	O=C(C1=CC=CN2CCS(=O)(=O)N=C12)N1CCN(c2cccc(Cl)c2)CC1	1	4	1	·	-1	2	-3
12	COc1ccc2c3c(n(C)c2c1)[C@H](CO)N(C(C)=O)CC31CCN(C(=O)NC(C)C)CC1	5	14	?	0.2	0	·	·
13	CCCOc1ccc(CNC(=O)c2ccc3c(c2)N(CC)CCS3)cc1	5	-3	-2	-0.1	-2	-7	7
14	CC(C)CNC(=O)COC(=O)Cc1ccc(Cl)cc1	0	4	0	1.4	2	·	·
15	COc1cc(N)c(Cl)cc1C(=O)OCC(=O)NCC1CCCCC1	-11	-7	-6	-0.1	·	1	4
16	O=C(NC1CCC1)[C@H]1[C@H](CO)[C@H]2Cn3c(ccc(-c4cccc(F)c4)c3=O)[C@@H]1N2Cc1cocn1	-1	1	0	-0.1	-15	10	-89
17	COC(=O)C1=C(C)N(Cc2cccc(C(F)(F)F)c2)C(=NCc2ccc(OC)cc2)NC1c1ccc(Cl)cc1 (centres undefined)	9	-2	6	-0.3	·	·	·
18	Cc1ccc2c(c1)c1c3n2CCN(CC(O)CNC(C)C)C3CCC1 (centres undefined)	5	1	3	0.2	-3	-8	0
19	CCCNC(=O)NC(=O)COc1ccc(-c2ccc(C#N)cc2)cc1	2	-4	-7	3.1	2	·	·
20	C[C@@H]1CN([C@H](C)CO)C(=O)c2cc(C#CC3(O)CCCC3)cnc2O[C@H]1CN(C)C(=O)C1CCOCC1	0	7	6	0.5	0	-2	11

Screen by screen, from the results shown:
Entries 8 to 13 in SIRT5 block: -12, 4, -8, -1, 0, -2
Entries 8 to 13 in PglD inh: -2, 1, ·, 2, ·, -7

(more compounds)
no.	smiles	ERp5 block	S100A4 inh HTS	DENV2 CPE	E-selectin induc	SIRT5 block	PglD inh	C2C12 statin
21	CCc1ccc(NC(=O)C2=CC(c3ccc(OC)cc3)=NS(=O)(=O)N2C)cc1	-5	-3	2	·	-2	4	12
22	C[C@@H]1CN([C@@H](C)CO)C(=O)c2cc(C#C[C@@H](C)O)cnc2O[C@H]1CN(C)CC1CCOCC1	4	-6	-3	-0.3	-2	-9	0
23	C[C@@H]1CN([C@H](C)CO)C(=O)c2cc(NC(=O)c3ccncc3)ccc2O[C@H]1CN(C)C(=O)Nc1ccc2c(c1)OCO2	-6	-6	3	?	-3	-3	-20
24	CNC(=O)Cn1nc(C)c(S(=O)(=O)N2CCOCC2)c1C	0	-17	17	-0.4	-2	0	7
25	O=C(C[C@H]1CC[C@@H]2[C@H](COC[C@H](O)CN2C(=O)c2ccccn2)O1)NC1CCC1	-2	62	19	0.2	9	-1	4
26	COc1ccc(NC(=O)CSc2nnc(-c3ccco3)n2N)cc1Cl	-13	-1	-3	·	-2	2	5
27	COc1ccc(CCNC(=O)CCCCCNC(=O)N2CCn3c2nc2ccccc23)cc1OC	0	-1	2	·	1	-8	-8
28	COc1ccc(CN2C[C@H]3CON(C)[C@H]3C[C@H]2c2ccc(-c3ccccc3)cc2)cc1	0	4	14	0.3	0	3	12
29	Cc1ccccc1S(=O)(=O)N[C@H]1CC[C@@H](CCn2cc(-c3ccc(F)cc3)nn2)O[C@@H]1CO	-2	4	4	-0.7	-5	-1	-46
30	CC(=O)N[C@H]1[C@H](OC2CCCCC2)O[C@H](COC(C)=O)[C@@H](OC(C)=O)[C@@H]1OC(C)=O	0	3	-4	-0.2	1	1	24
31	CSc1nc2[nH]c(=O)[nH]c2c(=O)[nH]1	-3	-4	?	0.3	·	-3	8
32	CCC(NC(=O)NCc1ccccc1)(C(F)(F)F)C(F)(F)F	3	2	-10	·	30*	·	·
33	C=CCn1c(=O)c2c(nc3n2CCS3)n(C)c1=O	-1	0	0	·	-4	-4	-5
34	COC(=O)C1=Cc2cc(OC)cc([N+](=O)[O-])c2OC1N1CCOCC1 (centres undefined)	-2	-2	-3	·	1	-4	11
35	Cc1ccc(NC(=O)c2cc(=O)c3ccccc3o2)cc1S(=O)(=O)N1CCOCC1	-1	2	4	·	2	·	·
36	Cc1ccc(/C=C2\SC(=S)N(CCC(=O)NNC(=O)c3cccc(O)c3)C2=O)cc1	-3	1	-4	·	-5	-1	1
37	CN1CCN(S(=O)(=O)c2cccc(C(=O)NCc3ccccc3Cl)c2)CC1	1	-4	1	-3.7	-1	·	·
38	O=C1N/C(=N\N=C\c2cccs2)SC1Cc1ccc(Cl)cc1 (centres undefined)	?	-20	·	-1.8	-4	1	·
39	CCN(C(=O)COC(=O)c1cc2ccccc2cc1OC)c1c(N)n(Cc2ccccc2)c(=O)[nH]c1=O	6	-9	-2	·	-12	-2	-7
40	C[C@@]12C(=O)Nc3ccc(Br)cc3C(=O)N1[C@H]1c3cc(Br)ccc3OC[C@@H]1[C@@H]2c1ccccc1	-5	7	-15	-0.1	·	-6	-1
41	COc1ccc(S(=O)(=O)N(C)C[C@@H]2Oc3ncc(-c4ccncc4)cc3C(=O)N([C@H](C)CO)C[C@H]2C)cc1	3	13	-1	0.3	6	13	-10
42	O=C(C1CCN(S(=O)(=O)c2cccc3cccnc23)CC1)N1CCCC1	8	-2	-8	·	·	0	-7
43	Cc1nc(C(F)(F)F)c(C(=O)NC(=O)Nc2ccc(OC(F)(F)F)cc2)s1	1	4	·	·	5	-3	-4
44	C[C@@H]1CN([C@H](C)CO)C(=O)CCCn2nncc2CO[C@@H]1CN(C)C(=O)CCCN(C)C	-2	-3	0	0.2	-3	3	-11
45	CCC1CCCCN1CCCNC(=O)CCCOc1cc(=O)n(C)c2ccccc12 (centres undefined)	2	-8	-1	·	-4	·	·
46	C[C@@H]1CCCCO[C@@H](CN(C)C(=O)c2ccncc2)[C@H](C)CN([C@@H](C)CO)C(=O)c2cc(NS(=O)(=O)c3ccc(F)cc3)ccc2O1	4	7	4	-0.2	1	2	·
47	Cc1cc(S(=O)(=O)N2CCN(c3ccccn3)CC2)ccc1F	1	0	0	-0.1	-1	1	9
48	COc1ccc(NC(=O)CSc2n[nH]c(-c3ccco3)n2)cc1	1	-4	1	·	1	3	6
49	Cc1noc(C)c1NC(=O)Nc1ccc2c(c1)C(=O)N([C@@H](C)CO)C[C@H](C)[C@H](CN(C)Cc1ccc(-c3ccccc3)cc1)O2	3	2	-1	-4.8	-2	2	-27
50	C[C@@H]1CN([C@H](C)CO)C(=O)c2cc(NS(=O)(=O)c3cccs3)ccc2O[C@@H](C)CCCCO[C@@H]1CN(C)C	-4	1	-14	0.1	3	-1	·
51	COC(=O)CSc1nnc(CNC(=O)c2ccc(S(=O)(=O)N(C)C)cc2)n1C	5	-3	2	-0.1	1	·	·
52	COc1cc2sc3ccc(-c4ccc5[nH]ccc5c4)cc3c(=O)c2cc1OC	·	·	·	-0.1	·	-3	-3
53	Cc1nc(NC(=O)C(C)(C)C)sc1[N+](=O)[O-]	0	11	-3	-0.3	·	·	·
54	COCC#Cc1ccc([C@@H]2[C@H]3CN(S(=O)(=O)c4cccc(OC)c4)CCCCN3[C@H]2CO)cc1	4	-7	4	0.0	3	-3	·
55	COc1ccc(S(=O)(=O)N2CCCCN3[C@@H](CO)[C@@H](c4ccc(C5=CCCC5)cc4)[C@@H]3C2)cc1	-1	10	-31	-0.8	0	-4	22
56	CCC(c1nnnn1-c1ccc2c(c1)OCCO2)N1CCN(c2ccccn2)CC1 (centres undefined)	-2	6	0	8.0	-2	·	·
57	CSCC[C@H](NC(=O)C1CCN(S(=O)(=O)c2ccc(C)cc2)CC1)C(=O)NCC1CCCO1 (some centres undefined)	·	·	·	-0.5	·	-1	-1
58	O=C(Nc1ccccc1F)N[C@@H]1CC[C@H](CCNC(=O)C2CCCCC2)O[C@@H]1CO	3	52	2	-0.3	1	-21	-19
59	O=C(CCc1ccccc1)NNC(=O)Nc1cccc(Cl)c1	1	-6	-6	·	-5	1	·
60	CC(C)NC(=O)Nc1ccc2c(c1)C(=O)N([C@@H](C)CO)C[C@@H](C)[C@H](CN(C)Cc1ccncc1)OCCCC[C@H](C)O2	2	1	3	-0.2	-2	-2	·

Next part; it opens with the 2 that closed the last part.
no.	smiles	ERp5 block	S100A4 inh HTS	DENV2 CPE	E-selectin induc	SIRT5 block	PglD inh	C2C12 statin
59	O=C(CCc1ccccc1)NNC(=O)Nc1cccc(Cl)c1	1	-6	-6	·	-5	1	·
60	CC(C)NC(=O)Nc1ccc2c(c1)C(=O)N([C@@H](C)CO)C[C@@H](C)[C@H](CN(C)Cc1ccncc1)OCCCC[C@H](C)O2	2	1	3	-0.2	-2	-2	·
61	CCCNC(=O)N(C)C[C@H]1Oc2ncc(Br)cc2C(=O)N([C@H](C)CO)C[C@H]1C	-3&-2	1&1	14&-6	·	-6&-1	4&-3	5&-1
62	C[C@@H](NC(=O)C[C@@H]1C[C@@H]2c3cc(NC(=O)C4CCOCC4)ccc3O[C@@H]2[C@@H](CO)O1)c1ccccc1	3	-21	-2	0.4	0	-1	5
63	COc1ccccc1CNC(=O)CSc1ncc(C(=O)Nc2ccccc2)c(=O)n1C	-5	-2	0	·	-2	·	·
64	CC(=O)N(C)C[C@@H]1Oc2ncc(-c3ccc(C(=O)N(C)C)cc3)cc2C(=O)N([C@H](C)CO)C[C@H]1C	7	-11	2	-0.2	0	-1	-3
65	COc1ccc(-n2cc(-c3ccccc3)c3c(NN4CCOCC4)ncnc32)cc1	-5	4	-3	0.2	-3	1	-13
66	CC(=O)N(C)C[C@H]1Oc2ncc(-c3ccc(C#N)cc3)cc2C(=O)N([C@H](C)CO)C[C@H]1C	0	-8	17	0.4	-1	-4	-5
67	COC(=O)C(C(=O)OC)c1ncccc1NS(=O)(=O)c1ccc(C)cc1	1	1	12	-0.1	4	·	·
68	Cc1ccc(C)c(N2C(=O)CC(Cc3ccc(Cl)cc3)C2=O)c1 (centres undefined)	1	-3	1	0.2	1	-3	-7
69	CC(C)c1ccc(S(=O)(=O)N2CCN(C(=O)n3ccnc3)CC2)cc1	1	-1	31*	-0.3	-3	-2	-6

Only part of the results is shown; count on the stated rates, not on these rows.
